HDAC3 inhib: inhibitors of human histone deacetylase 3; O15379; recombinant HDAC3, fluorogenic peptide/trypsin coupled, fluorescence; inhibition, % at 8.3 µM; hit rate 0.15% among 320,000; in the data active means inhibition above about 26%, passing the limit was not always enough; inconclusive means no clear call, values can overlap the other calls
AI-2 QS modul: modulators of Vibrio harveyi AI-2 quorum sensing system. Vibrio harveyi JMH597 AI-2 luminescence/OD600 ratio, 9 h; stronger effect = lower value; strain lacks LuxN and CqsS sensors; 0 = neutral-control median. activity change, % at 7.5 µM. hit rate 0.4% among 300,000; in the data active means activity change below about -75%, passing the limit was not always enough; inconclusive means no clear call, values can overlap the other calls;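 further: luminescence divided by OD600 gain over 9 h not by final OD600 alone; inactives centre near 13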
HSP90 inh: HSP90 refolding inhibition in rabbit reticulocyte lysate; luciferase refolding luminescence, 3 h; inhibition, % at 5.6 µM; hit rate 0.91% among 290,000; AID 1789;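 active means inhibition above the screen-wide mean plus 3 SD, computed separately per campaign, cut at about 16% in these data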;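 further: 0% = DMSO wells and 100% = 60 µM geldanamycin wells; inhibitors lower the luminescence because luciferase stays unfolded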
Platelet DG rel: platelet dense granule release activity. human platelet-rich plasma, SFLLRN dense granule ATP release, luminescence. inhibition, %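 (compounds screened at 7.5 µM in platelet-rich plasma)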. hit rate 0.22% among 300,000. AID 1663;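 active means mean replicate score, as percent of positive control, at or above 50; inconclusive means mean below 50 but at least one replicate at or above 50; inactive means mean and every replicate below 50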
GSK3A inh: blocks human GSK-3 alpha kinase | P49840 | ADP-Glo luminescence, 60 min | inhibition, % at 10 µM | hit rate 0.1% among 320,000 | AID 2650;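 in the data active means inhibition above about 50%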;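 further: GST-tagged GSK-3 alpha with peptide substrate and 25 µM ATP; 0% = DMSO neutral wells and 100% = GW8510 positive control wells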
Target sequence (P49840 whole entry, looked up): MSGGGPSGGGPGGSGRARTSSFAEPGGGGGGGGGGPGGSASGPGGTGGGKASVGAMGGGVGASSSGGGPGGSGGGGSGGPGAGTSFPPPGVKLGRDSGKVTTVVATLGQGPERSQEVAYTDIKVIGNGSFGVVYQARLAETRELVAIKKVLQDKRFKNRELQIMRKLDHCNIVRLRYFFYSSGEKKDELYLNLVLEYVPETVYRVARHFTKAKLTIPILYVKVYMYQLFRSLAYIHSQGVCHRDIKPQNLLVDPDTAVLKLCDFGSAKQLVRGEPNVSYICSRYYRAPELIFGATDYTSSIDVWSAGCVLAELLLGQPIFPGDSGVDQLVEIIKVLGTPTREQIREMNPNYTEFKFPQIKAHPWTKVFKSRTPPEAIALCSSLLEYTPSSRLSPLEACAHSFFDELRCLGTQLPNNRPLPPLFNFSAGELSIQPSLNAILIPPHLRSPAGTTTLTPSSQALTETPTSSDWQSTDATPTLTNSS
HSF1 inhib: HSF1 inhibition; activity change, negative = inhibition, % at 7.5 µM (by protocol); NIH3T3-HGL HSE-luciferase, MG132-induced, luminescence 8 h; stronger effect = lower value; hit rate 0.77% among 300,000;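 active means more than half of replicate wells show activity change below -50%, luminescence cut by over half; inconclusive means some wells, but at most half, below -50%; inactive means no replicate well below -50%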;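 further: luciferase reports HSF-1 transcriptional activity via heat shock element; 0% = median of DMSO wells and -100% = zero luminescence signal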
GSK3beta inhib: inhibitors of human GSK3beta kinase; GST-GSK3beta kinase, ADP-Glo luminescence, 60 min; stronger effect = lower value; hit rate 0.038% among 300,000; P49841; activity score (negative = inhibition), % at 10 µM;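 active means more than half of replicate wells score below -50%, meaning over 50% inhibition versus plate controls; inconclusive means some replicates but at most half score below -50%; inactive means no replicate scores below -50%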;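 further: 0% = median DMSO wells and -100% = median GW8510 positive control wells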
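Test system: GST-fused GSK3beta enzyme, cell-free | Quantity: 1.6 ng GST-GSK3beta enzyme per well | Reagent: 25 µM ATP with peptide substrate | Schedule: 60 min enzyme reaction, room temperature | Signal: Luminescent ADP-Glo measurement of ADP formed | Read-out basis: Score relative to plate controls | Control set: DMSO and 20 µM GW8510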
HSF-1 act: increases HSF-1 driven luciferase reporter signal. activation, % at 9 µM. AID 504408. hit rate 1.7% among 300,000. NIH3T3-HGL HSF-1 luciferase reporter, MG132, 8 h; 100% = twice DMSO control signal;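 active means mean replicate activation of at least 50% with a set share of replicates each reaching 50%; inconclusive means only one of those two conditions met; inactive means mean below 50% and too few replicates reaching it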;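 further: 0% = median of the neutral control wells and 100% = twice that signal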
Dyrk1A ADPGlo: Dyrk1A (rat) kinase inhibition; Q63470; ADP-Glo luminescence, NFATc1 peptide; inhibition, % at 12.5 µM; hit rate 0.43% among 310,000; in the data active means inhibition above about 50%;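 further: plate controls were vehicle with enzyme for no effect and no enzyme for full effect; many of its hits are not listed in these tables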
PolyA inh: inhibitors of polyadenylation in S. cerevisiae; calls only at 12 µM; S. cerevisiae SKY197-pL101 polyadenylation reporter, beta-gal luminescence; efflux-impaired pdr1/pdr3 knockout yeast; score 100 = 6 SD above DMSO; hit rate 0.02% among 300,000; AID 1875;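 active means lowest replicate activity score at least 50, where 100 means six control SD above control mean; inconclusive means lowest score under 50 but half or more replicates reach 50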;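 further: yeast exposed to compound for 9 h at 30 °C; higher score means more reporter readthrough which indicates perturbed polyadenylation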
* = called active by the depositor; i = inactive; ? = inconclusive; . = not tested or not shown. These rows are one share of the data, so the mix of outcomes need not match the whole.

HSF1 inhib | HDAC3 inhib | HSP90 inh | GSK3beta inhib | GSK3A inh | Dyrk1A ADPGlo | HSF-1 act | PolyA inh | Platelet DG rel | AI-2 QS modul | canonical_smiles
-1.3 | -3.4 | -0.1 | 1.0 | 3.0 | 9.2 | 2.4 | i | -4.2 | -14.1 | O=C(Nc1ccc(Br)cc1C(=O)O)c1ccc2c(c1)C(=O)N(Cc1ccccc1)C2=O
-1.0 | 1.1 | 1.8 | -1.4 | 4.1 | -6.4 | 6.5 | i | 0.7 | 30.9 | CCn1c2ccccc2c2cc(C3C(C#N)=C(C)NC(C)=C3C#N)ccc21
-2.8 | 4.3 | -4.3 | -2.7 | -5.7 | 4.4 | -0.4 | i | -0.2 | 9.1 | COc1ccc(/C=N/OCC(=O)NCC(C)C)c(OC)c1
-7.9 | -9.0 | 5.3 | 4.3 | -0.9 | 2.5 | -8.8 | i | 0.5 | 35.6 | Cc1cc(-c2nnc(-c3cc4ccccc4oc3=O)o2)c(C)n1-c1ccccc1
. | -5.1 | -3.8 | -3.8 | 11.4 | -0.7 | . | i | -1.0 | 8.3 | O=C(NCc1cccs1)C1CCCN1C(=O)Nc1cccc(Cl)c1 (stereo not drawn)
-1.6 | 7.6 | -2.6 | 3.2 | -1.1 | 2.3 | 13.1 | i | -10.6 | 8.1 | CN1C(=O)/C(=C/c2ccccc2F)Sc2ccc(C(=O)N3CCCC3)cc21
0.6 | -4.3 | -3.3 | 1.3 | -0.8 | -4.7 | 3.0 | i | -1.5 | 17.4 | C=CCNS(=O)(=O)c1cc2c3c(c1)CCN3C(=O)CC2
2.8 | -6.5 | 5.1 | 3.1 | -2.4 | -0.6 | 9.8 | i | 1.0 | 1.2 | CCOc1cc(/C=C/c2cc(C(F)(F)F)[nH]c(=O)n2)ccc1O
-0.6 | 14.1 | -1.7 | -0.8 | 0.8 | 5.5 | -2.4 | i | -2.6 | 19.0 | Cc1ccc2c(c1)c1c(n2CC(O)Cn2c(C)nc3ccccc32)CCCC1 (stereo not drawn)
-7.0 | 0.7 | -6.1 | -1.2 | 5.0 | 0.9 | -16.0 | i | 8.6 | 16.8 | Cc1ccc(S(=O)(=O)Nc2cccc(C(=O)NCc3ccc(S(N)(=O)=O)cc3)c2)cc1

Two of the compounds above, as tab-separated lines:
SMILES	HSF1 inhib	HDAC3 inhib	HSP90 inh	GSK3beta inhib	GSK3A inh	Dyrk1A ADPGlo	HSF-1 act	PolyA inh	Platelet DG rel	AI-2 QS modul
CCOc1cc(/C=C/c2cc(C(F)(F)F)[nH]c(=O)n2)ccc1O	2.8	-6.5	5.1	3.1	-2.4	-0.6	9.8	i	1.0	1.2
Cc1ccc2c(c1)c1c(n2CC(O)Cn2c(C)nc3ccccc32)CCCC1 (stereo not drawn)	-0.6	14.1	-1.7	-0.8	0.8	5.5	-2.4	i	-2.6	19.0

(further entries)
HSF1 inhib | HDAC3 inhib | HSP90 inh | GSK3beta inhib | GSK3A inh | Dyrk1A ADPGlo | HSF-1 act | PolyA inh | Platelet DG rel | AI-2 QS modul | canonical_smiles
3.6 | -7.0 | -1.1 | -0.5 | -2.5 | . | -9.2 | i | -0.8 | 5.6 | CCOC(=O)c1c(NC(=O)N/N=C/c2ccc(O)c(OC)c2)sc(C(C)=O)c1C
-7.4 | . | -3.0 | 2.4 | . | 2.7 | 1.5 | i | 37.6 | 2.3 | CCc1nn(CC(=O)N2CCN(Cc3ccc4c(c3)OCO4)CC2)c(=O)c2cc3occc3n12
1.9 | -0.1 | 1.3 | -1.3 | 0.5 | 6.1 | -1.6 | i | 5.1 | 3.2 | CS(=O)(=O)N1CCC(C(=O)N2CCN(c3ccccc3)CC2)CC1
-15.8 | 1.2 | 16.5* | 0.7 | 4.1 | 1.1 | -19.4 | i | 40.9 | 27.3 | Cc1cc(N=Nc2ccc(C)c(N=Nc3cc(C)c(N)cc3N)c2)c(N)cc1N
0.9 | -12.5 | 6.1 | -1.8 | -1.9 | 4.7 | 3.4 | i | 5.4 | 8.4 | O=C(COc1ccc(F)cc1)NCCN1CCCC1
-8.2 | -5.1 | -3.2 | -0.5 | 8.8 | 8.8 | 1.8 | i | -9.9 | 25.9 | COc1ccc(-c2nc3c4c(ncn3n2)-c2ccccc2CC42CCCC2)cc1
-3.6 | 2.2 | 4.2 | -0.5 | 12.7 | 2.5 | 3.8 | i | -2.3 | 5.4 | C=CCNC(=O)Nc1ccc(Cl)cn1
-1.8 | 1.1 | -3.1 | -6.7 | 0.9 | -3.3 | 18.2 | i | 5.0 | 14.9 | Cc1[nH]c(C)c(S(=O)(=O)N2CCN(c3ccccc3)CC2)c1C(=O)N1CCCCC1
11.7 | 18.0 | 3.7 | 0.1 | . | -5.2 | 14.7 | i | -2.2 | 17.2 | COc1nc(Nc2ccc([N+](=O)[O-])cc2)nc(NC2CCCCC2)n1
-2.1 | 3.9 | 1.3 | -1.3 | . | -1.3 | 5.8 | i | -3.2 | 10.0 | Cc1ccc2c(c1)c1c3n2CCCN(Cc2ccccc2)C3CCC1 (stereo not drawn)

An excerpt from above with just Platelet DG rel, GSK3A inh and AI-2 QS modul:
| structure | Platelet DG rel | GSK3A inh | AI-2 QS modul |
| --- | --- | --- | --- |
| O=C(COc1ccc(F)cc1)NCCN1CCCC1 | 5.4 | -1.9 | 8.4 |
| COc1ccc(-c2nc3c4c(ncn3n2)-c2ccccc2CC42CCCC2)cc1 | -9.9 | 8.8 | 25.9 |
| C=CCNC(=O)Nc1ccc(Cl)cn1 | -2.3 | 12.7 | 5.4 |
| Cc1[nH]c(C)c(S(=O)(=O)N2CCN(c3ccccc3)CC2)c1C(=O)N1CCCCC1 | 5.0 | 0.9 | 14.9 |
| COc1nc(Nc2ccc([N+](=O)[O-])cc2)nc(NC2CCCCC2)n1 | -2.2 | . | 17.2 |

Next section:
HSF1 inhib | HDAC3 inhib | HSP90 inh | GSK3beta inhib | GSK3A inh | Dyrk1A ADPGlo | HSF-1 act | PolyA inh | Platelet DG rel | AI-2 QS modul | canonical_smiles
-9.8 | 1.9 | 4.4 | 1.6 | 3.7 | 1.9 | 3.6 | i | 13.8 | ? | Cc1c(NC(=O)NC(=O)c2ccc(F)cc2)c(=O)n(-c2ccccc2)n1C
-3.0 | -1.8 | 1.3 | 0.2 | 2.5 | -3.0 | -12.0 | i | -3.1 | 17.8 | O=c1[nH]c2c(Br)cnc([N+](=O)[O-])c2[nH]1
2.9 | 3.0 | 5.9 | -25.6 | -1.9 | 12.8 | 6.0 | i | -1.4 | 22.2 | Cc1cccc(C(=O)NC2CC3CCCC(C2)N3Cc2ccccc2)c1 (stereo not drawn)
-9.1 | 6.4 | 19.1* | 4.6 | -0.7 | 7.6 | -2.2 | i | 14.8 | -13.9 | CCC(=C/c1sc2ccc3ccccc3c2[n+]1C)/C=C1\Sc2ccc3ccccc3c2N1C
3.7 | -7.6 | 1.9 | -1.5 | -1.6 | 7.4 | 40.1 | i | 0.0 | 9.8 | COc1ccc(CC(=O)Nc2ccc(-c3csc(C)n3)cc2)cc1
-4.0 | 1.2 | . | -0.8 | -2.7 | -1.3 | -0.2 | i | -3.4 | 29.3 | CC1(C)Cc2c(C#N)c(SCC(=O)O)nc(N3CCOCC3)c2CO1
3.8 | -2.2 | 2.4 | -2.7 | -1.4 | . | 11.7 | i | 0.0 | 7.2 | COC(=O)C(N)Cc1ccc(OC)c([N+](=O)[O-])c1 (stereo not drawn)

Screens (PubChem BioAssay)
